Source: PubChem (National Center for Advancing Translational Sciences (NCATS))
IL2 activator: activates IL-2 in a cell-based reporter assay | activation, % (series mostly up to about 46 µM) | hit rate 0.065% among 360,000 | IL-2 activation reporter assay, cell-based qHTS; stimulated with anti-CD3/CD4/CD28 beads; in transgenic mouse T cells; in the data active = activation above about 50%; inconclusive = mostly about 30% to 49%; also: 0% is about no effect
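Unstimulated transgenic mouse T cells; 60-min compound exposure; bead-based TCR/CD4/CD28 stimulation; 18 h culture, 37 degrees C; dual fluorescence (EGFP, DsRed) plate cytometry.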
TGFb inhibitor: blocks TGF-b signaling; Potency, µM (highest dose often 46.1 µM), for the others: top-dose activity, negative = inhibition, usual class: inhibitors; hit rate 1.2% among 410,000; HepG2 CAGA-GFP TGF-b/SMAD3 reporter, GFP fluorescence, 18 h; TGF-beta stimulated, 500 pg/mL final; also: potency is read from the fitted curve at half-maximal effect; % is scaled to controls: 0 for no effect and ±100 for the full control effect; nearly all actives have a fitted effect of over 65% in size
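Smad-responsive CAGA-GFP expression was quantified in HEPG2 cells exposed to compounds and 500 pg/mL final TGF-beta for 18 h at 37 degrees C; unstimulated wells defined full inhibition.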
ATXN viability: cell viability loss in ATXN counter-screen; S2 cells (HEK-293 line with an ATXN2-luciferase reporter) viability, CellTiter-Fluor protease fluorescence, 24 h; Potency, µM (top dose mostly 56.7 µM), most hits filed as cytotoxic; hit rate 0.49% among 400,000; AID 651635; also: potency is read from the fitted curve at half-maximal effect; nearly all actives have a fitted effect of over 40% in size
A549 viability: kills or reduces viability of A549 cells in Nrf2 counter-screen. Potency, µM (highest dose often 46 µM), inactives show at the top dose activity change, negative = cytotoxicity, actives largely listed as inhibitors. hit rate 0.16% among 390,000. AID 504648. A549 ARE-Fluc cells, CellTiter-Fluor viability, 18-24 h; also: potency is read from the fitted curve at half-maximal effect; % is scaled to controls: 0 for no effect and ±100 for the full control effect
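Cytotoxicity counterscreen: CellTiter-Fluor fluorescence was measured in A549 ARE_Fluc cells after 18-24 h of compound exposure in a concentration series. The subsequent BugLite luminescent read reports ARE-luciferase activity.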
Nrf2 inh: inhibitors of Nrf2 signaling; Potency, µM (highest dose often 46 µM), inactives show at the highest dose activity change, negative = inhibition, hits mostly inhibitors; hit rate 2.1% among 360,000; A549 ARE-Fluc reporter, luciferase luminescence, 18-24 h; also: potency is read from the fitted curve at half-maximal effect; % is scaled to controls: 0 for no effect and ±100 for the full control effect; nearly all actives have a fitted effect of over 60% in size
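Cells were seeded and rested 2 h, then exposed to compounds for 18-24 h. CellTiter-Fluor was read first as a viability measure. BugLite was added 15 min before the final luminescent read of ARE-luciferase activity in A549 cells.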
EPAC2 agonist: agonists of human EPAC2 (RAPGEF4); EPAC2 activation, biochemical qHTS; response scale: 100% = 6.5 mM cAMP response; Potency, µM (doses to about 154 µM), inactives show at the top dose activation, hits mostly activators; hit rate 0.079% among 360,000; AID 720711; also: potency is read from the fitted curve at half-maximal effect; nearly all actives have a fitted effect of over 50% in size
Target sequence (Q8WZA2 whole entry, looked up): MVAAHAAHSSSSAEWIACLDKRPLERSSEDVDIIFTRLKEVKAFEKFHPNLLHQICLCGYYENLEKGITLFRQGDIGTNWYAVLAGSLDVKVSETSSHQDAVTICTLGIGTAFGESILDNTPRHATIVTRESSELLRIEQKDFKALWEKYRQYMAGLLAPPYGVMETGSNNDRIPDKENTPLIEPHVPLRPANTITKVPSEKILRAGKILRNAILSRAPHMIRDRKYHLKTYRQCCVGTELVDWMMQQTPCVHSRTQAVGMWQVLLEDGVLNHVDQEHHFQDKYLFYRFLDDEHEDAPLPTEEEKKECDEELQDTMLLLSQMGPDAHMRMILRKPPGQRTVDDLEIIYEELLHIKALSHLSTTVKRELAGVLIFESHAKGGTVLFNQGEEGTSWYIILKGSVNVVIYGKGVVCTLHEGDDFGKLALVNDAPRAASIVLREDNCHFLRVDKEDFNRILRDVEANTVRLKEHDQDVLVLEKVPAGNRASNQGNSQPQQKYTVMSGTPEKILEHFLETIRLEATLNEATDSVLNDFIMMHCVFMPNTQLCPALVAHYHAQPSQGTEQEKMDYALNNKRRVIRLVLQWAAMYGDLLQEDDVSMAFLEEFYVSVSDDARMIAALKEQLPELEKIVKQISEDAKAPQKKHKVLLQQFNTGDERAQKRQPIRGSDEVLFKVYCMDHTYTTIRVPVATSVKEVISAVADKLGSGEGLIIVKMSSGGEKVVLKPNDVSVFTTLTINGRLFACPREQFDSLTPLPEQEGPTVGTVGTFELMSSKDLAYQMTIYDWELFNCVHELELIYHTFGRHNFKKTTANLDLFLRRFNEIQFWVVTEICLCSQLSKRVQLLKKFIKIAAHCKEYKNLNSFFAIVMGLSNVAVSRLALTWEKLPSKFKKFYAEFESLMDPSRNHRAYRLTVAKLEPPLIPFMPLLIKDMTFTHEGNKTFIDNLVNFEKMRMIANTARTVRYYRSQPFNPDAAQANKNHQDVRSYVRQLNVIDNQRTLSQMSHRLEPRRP
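In this primary screen, activation is scored as increased exchange of BODIPY-GDP from Rap1B by 100 nM EPAC2, with 50 uM GDP as competitor. Signal is normalized to the 6.5 mM cAMP agonist control.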
Nrf2 activator: activators of Nrf2 (ARE) signaling; AID 624171; AREc32 ARE-luciferase reporter (MCF7-derived line), luminescence, 24 h; Potency, µM (doses to about 46.1 µM), without a hit: at the highest dose activation, usual class: activators; hit rate 0.31% among 410,000; also: potency is read from the fitted curve at half-maximal effect; % of control where 0% means no effect; nearly all actives have a fitted effect of over 65% in size
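Luminescent ARE reporter assay in AREc32_Fluc cells: overnight plating at 37 deg C, 24 hr compound incubation, Steady-Glo added, 30 min RT before reading.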
ATXN2 expr inh: ATXN2 expression inhibition. HEK-293 ATXN2-luciferase reporter, luminescence, 24 h. Potency, µM (highest dose often 57 µM), inactives show at the top dose activity change, negative = inhibition, actives largely listed as inhibitors. hit rate 0.72% among 360,000. AID 1745845; also: potency is read from the fitted curve at half-maximal effect; % is scaled to controls: 0 for no effect and ±100 for the full control effect; nearly all actives have a fitted effect of over 55% in size
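qHTS (up to 57 uM final) was run with 24 h compound exposure of reporter cells at 37 °C. Each well was multiplexed: SteadyGlo luminescence measured ATXN2-luciferase expression after a fluorogenic Gly-Phe-AFC viability readout (25 uM final).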
HepG2 viability: counter-screen for TGF-b inhibitors: cytotoxicity in HepG2 cells; HepG2 CAGA-GFP viability, ATP luminescence, 18 h; hit rate 0.76% among 410,000; Potency, µM (series often up to 46.1 µM), inactives show at the highest dose activity change, negative = cytotoxicity, actives largely listed as cytotoxic; also: potency is read from the fitted curve at half-maximal effect; some results filed as inactive show a strong effect at the top dose
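HepG2 CAGA-GFP cells (1000/well, DMEM with 1% FBS) received compound, then TGF-beta at 500 pg/mL final, and were incubated 18 hours at 37 degrees C. Viability was read by CellTiter-Glo luminescence. Media-only wells were set as complete cell-killing and DMSO as no toxicity.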
* hit, by the source's call; i = inactive; ? = inconclusive; nt = not tested or not shown; [ ] = remark or other dose. Unless noted, calls follow the shape of the dose curve; as a rule, active = well fitted curve in the direction sought with a large enough effect; inconclusive = small, poorly fitted or top-dose-only effect, or another doubt; inactive = no such curve, though single readings can be large; an effect the other way counts as inactive or inconclusive.

compound	ATXN viability	ATXN2 expr inh	TGFb inhibitor	EPAC2 agonist	Nrf2 inh	Nrf2 activator	IL2 activator	HepG2 viability	A549 viability
O=C(COC(=O)c1ccc(Br)o1)Nc1nc2c(F)c(F)c(F)cc2s1	i	9%	4%	1%	-11%	2.7%	1.6	-2%	0%
Cn1c(CC(=O)Nc2ccc(F)cc2)nnc1SCC(=O)Nc1nncs1	i	4%	13%	15%	?	-0.7%	1.8	9%	-18%
O=C(N/N=C/C1C(c2ccccc2)C1(Cl)Cl)c1cccc(Cl)c1 (stereo not drawn)	i	16%	?	-6%	9%	?	0.1	-32%	2%
O=C(Nc1nnc(CSCc2ccc(F)cc2)s1)c1ccc([N+](=O)[O-])cc1	i	-19%	0%	-3%	2%	0.5%	-3.0	-18%	-2%
Cc1cc(SCC(=O)NC2CCCC2)nc2ccccc12	i	-7%	0%	12%	-2%	-0.6%	0.7	2%	1%
CCC(=O)Nc1c2c(nn1-c1ccc(OC)cc1)CSC2	i	nt	-9%	4%	-12%	0.1%	0.4	-13%	0%
COC(=O)c1cn(C)c2ccc(S(=O)(=O)N3CCCC3)cc2c1=O	i	-7%	6%	2%	11%	-0.1%	-0.8	-7%	0%
CCN1CCN(C(=O)CN(CC)S(=O)(=O)c2ccc3ccccc3c2)CC1	i	-18%	-3%	7%	13%	0.4%	0.5	-32%	8%
O=S(=O)(c1cccs1)N1CCN(CCOc2ccc(Cl)cc2)CC1	i	?	?	15%	15µM*	-0.8%	8.0	-33%	-24%
CC1=NN(c2ccc(C)cc2)C(=O)/C1=C\c1ccc(Br)s1	i	7%	-15%	-11%	2%	4.3%[9.22 µM]	0.2	-9%	1%
COc1ccc(NC(=O)C2CCCN2S(=O)(=O)c2ccc3c(c2)CCCC(=O)N3)cc1Cl (stereo not drawn)	i	-3%	-28%	nt	?	8.4%	nt	-21%	-1%
CN1/C(=C/C(=O)COC(=O)CN2C(=O)C3CC=CCC3C2=O)C(C)(C)c2ccccc21 (stereo not drawn)	?	-22%	-7%	10%	-2%	2.6%	-0.6	-22%	-3%
COc1cccc(Nc2nc3ccccc3n3nnnc23)c1	i	30%	2%	8%	5%	13%	6.3	-13%	-4%
C/C(=N\Nc1cc(Cl)nc(C)n1)c1ccccc1	i	64%[activator]	-2%	8%	nt	6.6%	-0.9	-16%	2%
Cn1c(=O)[nH]c(=O)c2cc(C(=O)c3cc(F)ccc3O)cnc21	i	-16%	1%	1%	-20%	2.6%	0.0	-28%	-12%
COc1ccc(Cl)cc1NC(=O)N1CCN(Cc2cc(=O)n3nc(-c4ccccc4)sc3n2)CC1	i	5%	-9%	nt	nt	22%	nt	-1%	-1%
CC(=O)N1CCOCCOCCN(C(C)=O)CCOCCOCC1	i	-25%[11.3 µM]	2%	1%	20%	0.1%	-4.0	4%	-5%
Cc1cccc(NC(=S)N(CCN(C)C)Cc2cc3cccc(C)c3[nH]c2=O)c1	i	-4%	4%	-2%	6%	0.2%	-0.4	-32%	-3%
CCCC(=O)N1CCC1(C)C(=O)NCc1ccccc1SC (stereo not drawn)	i	-4%	-7%	4%	nt	-1.3%	0.8	-15%	nt
Cc1ccc(N/C=C/C(=O)C(C)(C)C)c(O)c1	i	9%	-28%	16%	?	28%	-2.2	-32%	-1%
O=C(/C=C/c1cccnc1)/C=C/c1cccnc1	?	?	3.5µM*	10%	?	?	-3.0	6.3µM*	?
COc1ccc(S(=O)(=O)N(C)CC(=O)NCc2ccccn2)cc1	i	5%	4%	8%	30%	-0.4%	2.3	-22%	3%
COc1ccc(N2CCN(c3nc4ccccc4n4c(C)nnc34)CC2)cc1	i	2%	46%[activator]	nt	-29%	-0.2%	nt	1%	-2%
COc1cc(/C=C/C(=O)OCC(=O)c2c(N)n(C)c(=O)n(C)c2=O)ccc1OC(F)F	i	0%[11.3 µM]	-5%	-3%	-5%	2.7%	2.2	2%	-4%
Cc1csc2nc(COC(=O)CNC(=O)c3ccccc3Cl)cc(=O)n12	i	1%	?	nt	?	7.1%	nt	-23%	-3%

Sorted by count of non-hydrogen atoms (low to high): part of the list above
compound	ATXN viability	ATXN2 expr inh	TGFb inhibitor	EPAC2 agonist	Nrf2 inh	Nrf2 activator	IL2 activator	HepG2 viability	A549 viability
C/C(=N\Nc1cc(Cl)nc(C)n1)c1ccccc1	i	64%[activator]	-2%	8%	nt	6.6%	-0.9	-16%	2%
COc1ccc(S(=O)(=O)N(C)CC(=O)NCc2ccccn2)cc1	i	5%	4%	8%	30%	-0.4%	2.3	-22%	3%
CN1/C(=C/C(=O)COC(=O)CN2C(=O)C3CC=CCC3C2=O)C(C)(C)c2ccccc21 (stereo not drawn)	?	-22%	-7%	10%	-2%	2.6%	-0.6	-22%	-3%

The results go on.
compound	ATXN viability	ATXN2 expr inh	TGFb inhibitor	EPAC2 agonist	Nrf2 inh	Nrf2 activator	IL2 activator	HepG2 viability	A549 viability
CCN(CC)c1nc2ccccc2nc1C(C#N)C(=O)NCCCOC (stereo not drawn)	i	-13%	-2%	7%	?	1.0%	-0.3	-22%	?
CCCCN(Cc1ccco1)C(=O)C1CCCN(c2ncnc3c2nc2n3CCCCC2)C1 (stereo not drawn)	?	?	?	-1%	?	0.3%	-5.1	-29%	-4%
O=C1CCc2cc(S(=O)(=O)NCCc3ccc(Cl)cc3)cc3c2N1CC3	i	4%	-18%	13%	1%	1.5%	-4.5	-45%	-8%
COc1ccc(C(=S)Nc2ccccc2)cc1	i	17%	4%	-2%[15.6 µM]	6%	2.1%	-0.5	6%	2%
CCOc1ccccc1NC(=O)C1CCN(S(=O)(=O)c2ccc3[nH]c(=O)ccc3c2)CC1	i	7%	-1%	nt	nt	3.7%	nt	-23%	0%
COC(=O)C1CCN(C2=C(NS(=O)(=O)c3ccc(Cl)cc3)C(=O)c3ccccc3C2=O)CC1	?	-25%	?	7%	?	2.4%	-0.5	-64%	-18%
C=CCc1ccccc1OCC(O)CN1CCN(c2ccccc2F)CC1 (stereo not drawn)	i	-11%	0%	0%	nt	2.5%	4.4	2%	11%
Cc1ccc(-n2c(C)cc(C)c(C#N)c2=O)cc1Cl	i	6%	-2%	2%	-6%	0.1%	1.5	-23%	-5%
Cc1ccc(-n2nc(C)c3c2NC2=C(C(=O)CC(C)(C)C2)C3c2ccccc2OCC(=O)O)cc1 (stereo not drawn)	i	-27%	7%	-10%	-7%	3.3%	0.8	-2%	1%
Cc1cc(=O)[nH]c(-n2nc(C)cc2C)n1	i	-20%	-9%	5%	?	0.4%	0.5	-16%	-4%
CCCCC(=O)OC1=C(C(=O)c2ccccc2)N(CCC)S(=O)(=O)c2ccccc21	?	?	?	nt	?	-0.9%	nt	-78%	?
CC(=O)COc1ncn(-c2ccccc2)n1	i	12%	-6%	13%	20%	-0.7%	0.7	12%	7%
COCCNC(=O)CCCn1c(=O)c2cc(OC)c(OC)cc2n(CC(=O)c2cccc(OC)c2)c1=O	i	nt	-27%	13%	-30%	0.2%	0.0	-9%	2%
O=C(c1cccnc1)N1C2C=CC(C2)C1(C(F)(F)F)C(F)(F)F (stereo not drawn)	i	-2%	9%	-4%	nt	-0.4%	-3.8	-3%	8%
CCNc1ccc(C2(O)C(=O)c3ccccc3C2=O)cc1	i	-1%	22%	1%	3%	-0.8%	0.9	8%	0%
O=C(CSc1nc2ccccc2n1CC(=O)N1CCCC1)Nc1ccc2c(c1)OCO2	i	-3%	-4%	-9%	nt	2.0%	-0.8	-2%	-10%
COCCN(C(=O)COC(=O)CC1CCCCC1)c1c(N)n(Cc2ccccc2)c(=O)[nH]c1=O	i	-2%	3%	-10%	-3%	0.5%	-3.1	8%	0%
O=C(Nc1nnc(-c2ccccc2)o1)C1CCCN1S(=O)(=O)c1cccs1 (stereo not drawn)	?	12%	0%	1%	-12%	0.3%	-0.4	-2%	-5%
COc1cc([N+](=O)[O-])ccc1N/C=C/C(=O)c1cccs1	i	-41%	242%[activator]	-671%[inhibitor]	?	?	?	-50%	-3%
COc1ccc(N(C(C)C(=O)N/N=C(\C)C(C)(C)C)S(C)(=O)=O)cc1 (stereo not drawn)	i	nt	2%	7%	2%	0.1%	0.9	-7%	-1%
Cc1ccc(CNC(=O)c2cc3c(=O)n(Cc4ccco4)ccc3nc2C)cc1	nt	nt	?	nt	3%	10%	nt	-7%	8%
COc1ccc(C(O)c2ncc(-c3ccccc3)[nH]2)c(OC)c1 (stereo not drawn)	i	12%	3%	4%	nt	-0.2%	1.2	1%	nt
Cc1cnc(C(=O)OCC(=O)c2cccc3ccccc23)cn1	i	4%	-3%	0%	12%	0.1%	-1.0	4%	5%
O=C(NCCN1CCN(c2cccc(Cl)c2)CC1)Nc1ccccc1C(F)(F)F	i	-11%	-21%	nt	-19%	5.6%	nt	-39%	?
O=C(NCCc1ccccc1F)/C(=C/c1cccnc1)NC(=O)c1ccccc1	i	nt	-6%	14%	10%	-0.5%	0.8	-19%	22%
CS(=O)(=O)NCCNc1ccc(C(F)(F)F)cc1[N+](=O)[O-]	i	13%	-8%	-2%	3%	-0.1%	0.8	-3%	-8%
Cc1ccc(C(C)C)c(OCC(=O)N2CCOCC2)c1	i	-13%	-3%	0%	-2%	-0.8%	-2.0	-2%	-5%
